Assay outcomes deposited in PubChem BioAssay by The Scripps Research Institute Molecular Screening Center.
FBW7 act: human FBW7 E3 ligase activation, primary screen; Q969H0; AlphaScreen FBW7–phospho-cyclin E peptide binding, activator screen; normalized activity (activation), % at 26.1 µM; actives 0.13% (n = 650,000); in the data active means normalized activity above about 1.9%;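 further: purified mutant Fbw7 with reduced substrate affinity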
MITF inh: inhibitors of human MITF. O75030. AlphaScreen MITF homodimerization, bead proximity signal. inhibition, % at 2.6 µM. actives 0.91% (n = 650,000). AID 1259374; in the data active means inhibition above about 50%;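 further: 0% = vehicle wells with protein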
Target sequence (O75030 whole entry, looked up): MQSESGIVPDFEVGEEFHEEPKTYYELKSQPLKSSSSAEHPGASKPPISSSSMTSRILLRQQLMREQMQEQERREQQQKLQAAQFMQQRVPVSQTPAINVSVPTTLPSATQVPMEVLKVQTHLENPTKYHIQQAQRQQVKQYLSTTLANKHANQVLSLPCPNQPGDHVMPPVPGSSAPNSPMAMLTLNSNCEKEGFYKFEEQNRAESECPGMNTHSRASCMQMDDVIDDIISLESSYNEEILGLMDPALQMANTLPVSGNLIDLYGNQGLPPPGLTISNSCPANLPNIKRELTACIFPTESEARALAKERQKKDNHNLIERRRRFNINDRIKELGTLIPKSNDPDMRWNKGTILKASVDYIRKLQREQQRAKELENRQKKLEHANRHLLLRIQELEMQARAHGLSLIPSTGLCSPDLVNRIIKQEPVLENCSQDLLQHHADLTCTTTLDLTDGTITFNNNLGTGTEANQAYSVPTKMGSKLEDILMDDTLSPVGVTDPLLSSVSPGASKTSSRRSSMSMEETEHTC
TEAD-YAP inh: TEAD-YAP interaction inhibition; HEK-TIYL cells, TEAD-Gal4/YAP UAS-luciferase luminescence; inhibition, % at 9.12 µM; actives 1.4% (n = 640,000); AID 1259422; in the data active means inhibition above about 32%;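 further: 0% = median of test compound wells and 100% = reference inhibitor wells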
GPR151 ag: activators of human GPR151; actives 1% (n = 650,000); activation, % at 11.2 µM; AID 1508602; PathHunter beta-arrestin GPR151 cells, luminescence; in the data active means activation above about 4.9%;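 further: 0% = median of compound wells and 100% = cells with positive control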
Target sequence (Q8TDV0 whole entry, looked up): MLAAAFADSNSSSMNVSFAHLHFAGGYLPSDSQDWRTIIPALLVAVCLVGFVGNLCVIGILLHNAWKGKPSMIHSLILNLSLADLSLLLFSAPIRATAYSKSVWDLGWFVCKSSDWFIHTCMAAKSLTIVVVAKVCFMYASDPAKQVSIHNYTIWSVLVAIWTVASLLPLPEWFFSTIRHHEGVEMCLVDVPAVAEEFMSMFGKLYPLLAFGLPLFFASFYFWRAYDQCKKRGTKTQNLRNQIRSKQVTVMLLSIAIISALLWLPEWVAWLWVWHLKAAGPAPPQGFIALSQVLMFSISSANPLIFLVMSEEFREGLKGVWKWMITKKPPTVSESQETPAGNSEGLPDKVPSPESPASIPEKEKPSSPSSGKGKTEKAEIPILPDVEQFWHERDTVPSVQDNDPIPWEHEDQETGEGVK
An asterisk follows results filed as active.

SMILES	FBW7 act	MITF inh	TEAD-YAP inh	GPR151 ag
N#C/C(=C\c1cccc(Br)c1)C(=O)Nc1ccc(S(N)(=O)=O)cc1	0.6	7.8	3.5	1.0
CC(=O)c1ccc(NC(=O)c2c(-c3ccccc3)noc2C)cc1	0.1	8.3	16.0	-0.7
CCCOc1ccccc1C1C(C(=O)OCCOC)=C(C)NC2=C1C(=O)CCC2 (configuration not stated)	-0.3	-3.0	5.5	2.0
CCCc1cc(N2CCN(Cc3cc(Cl)ccc3OC)CC2)n2c(nc3ccccc32)c1C#N	0.1	9.7	1.9	1.2
C[C@@H](O)[C@@H]1NC(=O)[C@H]2CN(C(=O)c3cc(F)c(F)cc3F)CCN2C1=O	0.9	15.6	-2.9	-1.4
CCOc1cccc(CN2CCc3nnc(C(NC(=O)CC)C(C)C)n3CC2)c1O (configuration not stated)	0.1	3.3	8.2	2.3
CN(C)c1ccc(-c2nnn(CC(=O)O)n2)cc1	0.0	1.7	9.9	-1.3
Cc1ccc(S(=O)(=O)c2ccccc2)cc1S(=O)(=O)NCCc1ccccc1	-0.1	8.4	2.5	1.9
CC(COc1ccccc1)OC(=O)c1ccc(Cl)c(S(=O)(=O)N2CCOCC2)c1 (configuration not stated)	0.1	12.3	-2.7	-0.3
COc1ccc2nc(Cl)c(CN(Cc3cccnc3)C(C)=O)cc2c1	0.0	14.0	15.7	-0.5
O/N=C(/CCc1ccccc1)c1ccc2c(c1)OCCO2	-0.2	2.1	-74.2	0.4
CCOc1ccc(N2C(=O)CSC2c2cccc(F)c2)cc1 (configuration not stated)	0.0	6.1	4.7	4.5
Cc1cccc(-c2nc3c(cnn3-c3ccccc3)c(=O)n2-c2cccc(C)c2)c1	0.4	10.3	8.8	-0.2
COc1cc(/C=N/NC(=O)CNC(=O)c2ccccc2Br)ccc1OC(C)=O	0.0	-9.8	-11.6	1.9
Cc1cc(C)c2nc3sc(C(=O)N4CCOCC4)c(N)c3cc2c1	0.0	16.1	36.0*	-0.6
CC1CN(S(=O)(=O)c2ccc(C(=O)Nc3ccncc3NC(=O)c3ccc(S(=O)(=O)N4CC(C)OC(C)C4)cc3)cc2)CC(C)O1 (configuration not stated)	0.0	6.5	-3.4	0.4
CCCOc1cn(-c2ccc(F)cc2)nc1C(=O)Nc1ccccc1	0.1	1.6	12.5	0.5
CC(C)C(=O)NCCc1nnc2n1CCN(Cc1ccc3c(c1)CCCN3C)CC2	-0.1	-8.6	0.2	-0.2
N#Cc1ccccc1S(=O)(=O)N1CCc2ccccc21	-0.2	-23.6	-2.3	2.9
N#Cc1ccc(-c2ccc(NC(=O)/C=C/c3ccc(Cl)cc3Cl)cc2)cc1	-0.1	-7.8	-0.8	0.1
CCOc1cc(C2NC(=O)c3c(sc4c3CCCC4)N2)ccc1O (configuration not stated)	-0.3	-10.2	12.8	1.3
CCC(CO)NCc1ccc(OC)c(Br)c1 (configuration not stated)	0.0	-3.1	1.4	-0.5
O=C(N/N=C/c1c[nH]c2ccccc12)c1cc(-c2ccccc2)n[nH]1	0.0	-10.1	0.2	1.0
Cc1c(Br)cc2nc3c(nc2c1C)C(=O)c1ccccc1-3	-0.1	17.3	-3.6	0.7
COc1ccc(/C=N/Nc2nc3ccccc3n3cnnc23)cc1	-0.1	16.2	0.6	-0.4
CCCCn1c(CNC(=O)Cc2ccc(OC)cc2)nnc1SCC(=O)Nc1sc2c(c1C(=O)OCC)CCCCC2	0.6	-3.8	-6.0	-1.6
COc1cccc(NC(=O)Cc2nnc(SCc3ccc([N+](=O)[O-])cc3)n2C)c1	0.4	4.8	6.4	-1.7
Cc1ccc(C2N3CC4(C)CN2CC(C)(C3)C4=O)cc1 (configuration not stated)	-0.1	5.0	0.2	-0.6
Nc1ncc(NNc2cccc(F)c2)s1	0.0	-0.3	-12.8	-1.5
C=CC1NC(=S)N(c2ccccc2)C1=O (configuration not stated)	-0.4	5.0	4.9	1.1

Reformatted field by field: 4 of the compounds above
compound: CC(=O)c1ccc(NC(=O)c2c(-c3ccccc3)noc2C)cc1
  FBW7 act: 0.1; MITF inh: 8.3; TEAD-YAP inh: 16.0; GPR151 ag: -0.7
compound: COc1ccc(/C=N/Nc2nc3ccccc3n3cnnc23)cc1
  FBW7 act: -0.1; MITF inh: 16.2; TEAD-YAP inh: 0.6; GPR151 ag: -0.4
compound: CCCc1cc(N2CCN(Cc3cc(Cl)ccc3OC)CC2)n2c(nc3ccccc32)c1C#N
  FBW7 act: 0.1; MITF inh: 9.7; TEAD-YAP inh: 1.9; GPR151 ag: 1.2
compound: CC(COc1ccccc1)OC(=O)c1ccc(Cl)c(S(=O)(=O)N2CCOCC2)c1 (configuration not stated)
  FBW7 act: 0.1; MITF inh: 12.3; TEAD-YAP inh: -2.7; GPR151 ag: -0.3

(more compounds)
SMILES	FBW7 act	MITF inh	TEAD-YAP inh	GPR151 ag
COc1ccc(-n2cc(-c3ccccc3)c3c(NCc4ccccc4OC)ncnc32)cc1	0.2	2.9	-19.0	1.6
Cc1ccc(C(=O)NCC(=O)OCc2ccccc2F)cc1	-0.1	-1.1	14.1	-0.4
COC(=O)C1=C(C)NC(=O)NC1c1cc(Cl)cc2c1OCOC2 (configuration not stated)	-0.1	-5.1	-2.6	0.5
COC(=O)C1C(c2ccccc2)NC(=O)NC1(O)C(F)(F)Cl (configuration not stated)	0.0	-5.7	2.7	1.1
CC(NC(=O)c1cc(Sc2ccc(F)cc2)nc2ccccc12)c1ccccc1 (configuration not stated)	0.0	-1.8	-10.4	-0.7
O=C(CN1CCN(S(=O)(=O)c2ccccc2)CC1)NC(c1ccccc1)c1ccccc1	0.1	0.8	11.9	0.2
Nn1c(=O)c2ccccc2n2c(SCc3ccccc3)nnc12	0.1	12.4	-3.5	1.4
Cc1nc2c(C(=O)Nc3ccccc3)snc2c(=O)[nH]1	0.2	10.5	-9.3	0.2
Cc1ccc(C2CC(C(F)(F)F)n3nc(C(=O)NCc4ccccc4Cl)cc3N2)cc1 (configuration not stated)	-0.1	-1.2	-6.6	-0.7
CCc1cc(=O)n(CC(=O)Nc2ccccc2)c(-n2nc(C)cc2C)n1	0.0	2.6	-1.8	-0.7
Cc1cc(Br)c(NCC(=O)N/N=C/c2ccco2)c(Br)c1	0.1	11.8	-4.1	1.2
CCOC(=O)c1c(NC(=S)NC(=O)c2ccccc2)sc2c1CCC(C(C)(C)C)C2 (configuration not stated)	-0.1	-0.1	1.7	-0.5
O=C(NCc1ccco1)C(=O)Nc1cccc(Cl)c1	-0.1	-8.2	-20.9	-0.9
O=C(N1CCCC1)C12CC3CCC(CC(C3)C1)C2	0.0	9.3	-3.8	0.1
O=C(Cc1ccccc1)NCC(=O)NNC(=O)COc1ccccc1Cl	0.1	7.3	12.5	0.5
O=C(c1cc(C2CC2)on1)N1CCCC1	-0.4	0.5	-4.9	-0.7
O=C(N/N=C/C1CC=CCC1)c1ccc([N+](=O)[O-])cc1Cl (configuration not stated)	0.0	-0.2	-0.8	-0.4
COc1ccc(-c2nnc(NC(=O)C3=COCCO3)o2)cc1	0.1	19.3	3.0	-1.3
COc1ccc(OC)c(CN2CCC(C(=O)N(C)Cc3ccccc3)CC2)c1	-0.2	38.3	4.8	1.7
CCOC(=O)C1=C(C)N=c2s/c(=C\c3c(OCC)ccc4ccccc34)c(=O)n2C1c1ccc(N(C)C)cc1 (configuration not stated)	0.0	-9.7	-5.1	0.6
COC(=O)CN(c1cc(C(F)(F)F)ccc1Cl)S(C)(=O)=O	0.0	-8.3	0.4	0.0
O=C(O)c1cccc(Nc2ncnc3sc4c(c23)CCC4)c1	0.9	10.0	-3.8	-2.1
CCNc1cc(Nc2ccccc2OC)c([N+](=O)[O-])c2nonc12	0.0	0.6	2.1	-1.3
COc1ccc(/C(O)=C2/C(=O)C(=O)N(CCCn3ccnc3)C2c2ccccc2)cc1 (configuration not stated)	-0.1	4.6	0.4	0.8
CC(C)=CCC/C(C)=C/C=N/Nc1nc(C)cc(=O)[nH]1	-0.2	5.6	-1.9	1.3
CCC(=O)OC1=C2C(=Nc3c(c(=O)n(C)c(=O)n3C)C2c2ccccc2)c2ccccc21 (configuration not stated)	0.1	7.0	-4.1	-1.0
Cc1cc(/C=C(\C#N)C(N)=O)c(C)n1-c1ccc(Br)cc1	0.0	17.9	-3.1	0.0
Cc1ccc2nc(SCCCC#N)[nH]c2c1	0.0	-17.6	-56.5	0.2
CCS(=O)(=O)N1CCCc2cc(NC(=O)Nc3cccc(Cl)c3)ccc21	0.1	5.8	-20.4	1.8
CCc1cccc(C)c1NC(=O)C1CCN(c2nnc(-n3cccc3)s2)CC1	0.1	8.8	0.7	3.6
CCOc1ccc(NC(=S)N2CC(C)OC(C)C2)cc1 (configuration not stated)	-0.1	-0.5	11.7	0.8
CCn1c(-c2cc(OC)ccc2OC)csc1=Nc1cccc(O)c1	0.4	7.9	1.9	0.7
Fc1ccc(/C=N/N=C(\c2ccccc2)C23CN4CN(CN(C4)C2)C3)cc1	0.0	1.6	6.5	-1.2
COc1ccc(-n2c(/C=C3/C(=O)N(C)c4ccccc43)nc3ccc(I)cc3c2=O)cc1	0.1	3.8	3.4	1.3
CCN1CCC(C2(Cc3cccc(F)c3)NC(=O)N(CCOC)C2=O)CC1 (configuration not stated)	-0.1	6.0	-7.0	1.6
COC(c1ccc2c(c1)CN(C(=O)CCC1=NNC(=O)CC1)CCO2)C1CCCCC1 (configuration not stated)	-0.4	3.7	-4.7	-0.8
O=C(c1ccc2c(c1)OCCO2)c1cccs1	0.1	-4.0	-59.2	1.1
O=C(CCC(=O)N(CC(=O)NC1CCCCC1)Cc1ccc(F)cc1)Nc1nccs1	0.0	5.9	-2.7	-0.5
COc1cccc(NC(=S)N(CCC(C)C)C2CCN(C(C)=O)CC2)c1	-0.1	-3.0	-6.1	0.2
c1cnc(Sc2nnc3ccccn23)nc1	0.1	5.5	0.5	-1.5
COc1ccc(NC(=O)CC2OCCN(C)C2=O)cc1 (configuration not stated)	-0.1	-8.3	6.2	0.9
CCOC(=O)C1CCN(C(=O)c2csc(Nc3ccccc3)n2)CC1	0.1	9.3	-25.6	-1.1
O=C(Cn1cnc2sc3c(c2c1=O)CCCC3)NCC(=O)N1CCN(Cc2ccccc2)CC1	0.0	-13.8	2.9	0.6
CC(=O)NN1C(=O)c2ccccc2NC1c1ccc([N+](=O)[O-])o1 (configuration not stated)	0.1	7.4	0.7	-0.7
COc1ccc(N2CCCn3c2nc2c3c(=O)n(Cc3cccc(C)c3)c(=O)n2C)c(OC)c1	0.0	-6.4	2.5	0.6
Cc1ccnc(NC(=O)Cn2nc([N+](=O)[O-])cc2C)c1	0.0	13.2	3.6	0.6
Cc1cc(/C=C(/C#N)c2cccc([N+](=O)[O-])c2)c(C)n1-c1ccc(S(N)(=O)=O)cc1	-0.2	-14.1	8.5	-0.4
O=C(O)c1cnn2c1NC(c1ccccc1)CC2C(F)(F)F (configuration not stated)	0.0	-4.8	7.1	0.8
OCC1(CCc2ccccc2)CCN(Cc2cccc3cnccc23)CC1	0.2	13.6	-3.1	-2.6
CCOC(=O)C1=C(C)N=c2s/c(=C\c3cc(Br)c(O)c(Br)c3)c(=O)n2C1c1ccc(OC)cc1 (configuration not stated)	-0.1	-0.5	-0.8	1.5
O=C(OC1C2C3CC4C5CC(C42)C1C53)c1ccccc1 (configuration not stated)	0.0	8.2	-8.1	0.0
CC(=O)N1CCc2cccc(S(=O)(=O)N(C)C)c21	-0.1	1.3	7.5	0.9
COCCN1CC(=O)N(c2cccc(C)c2C)C(c2ccc(Cl)cc2)C1=O (configuration not stated)	0.0	-7.8	9.8	1.7
C/C(=C\c1ccccc1)C(=O)NCc1ccco1	0.1	16.4	-26.7	-1.0
CC(=O)Nc1ccc(/C=N/Nc2ccc(Cl)c(C(=O)O)c2)cc1	0.2	4.9	-8.2	0.4
CCn1cc(C(=O)Nc2cccc(OC)c2)c(=O)c2ccc(C)nc21	-0.1	6.6	-7.2	-1.2
CCOc1ccc(-n2c(CNC(=O)c3ccccc3)nnc2SCC(=O)N2N=C(c3cccs3)CC2c2ccc(C)cc2)cc1 (configuration not stated)	-0.1	17.6	7.7	0.8
CC(C)(C)OC(=O)N[C@@H](Cc1ccccc1)C(=O)N1CCC(C(=O)Nc2ccc3[nH]ncc3c2)C1 (some centres not stated)	0.1	-1.8	10.0	0.0
Cc1ccccc1Cn1cccc1/C=C1/C(=N)N2C=CSC2=NC1=O	0.0	11.7	13.7	-1.5
CCCN(CC1CC1)C(=S)Nc1ccc(C(C)=O)cc1	-0.1	13.7	-5.7	1.0
(further entries)
SMILES	FBW7 act	MITF inh	TEAD-YAP inh	GPR151 ag
COc1ccc(Cl)cc1C(=O)Nc1c2c(nn1-c1cccc(C)c1C)CS(=O)(=O)C2	1.0	14.7	-6.8	-0.4
CC(C)Oc1ccc(CN2CCN(C3CCN(C(C)C)CC3)C(CCO)C2)cc1 (configuration not stated)	0.0	10.6	-4.7	0.3
Cc1ccc2c(=O)cc(-c3cccs3)oc2c1	0.1	12.8	-11.2	0.3
CNS(=O)(=O)c1cccc(C(=O)OCC(=O)c2cc(C)n(Cc3ccco3)c2C)c1	0.6	-5.0	-27.0	-0.8
Cc1ccccc1OCC(=O)Nc1ccc2oc(-c3ccccc3F)nc2c1	-0.1	8.0	-19.0	-0.9
CCn1c(O)c(N=Nc2cccc(S(=O)(=O)N3CCOCC3)c2)c(=O)n(CC)c1=O	0.6	11.5	8.2	-0.6
CC(=O)N(CCCO)Cc1cc2cc(C)ccc2[nH]c1=O	-0.1	-10.4	-8.6	3.4
